Screens deposited in PubChem BioAssay by National Center for Advancing Translational Sciences (NCATS).
GLS inh: qHTS for Inhibitors of Glutaminase (GLS). GLS enzymatic activity, qHTS titration. Potency, µM (doses to about 45.5 µM), without a hit: at the top dose activity change, negative = inhibition, most hits filed as inhibitors. 410,000 tested, 0.21% active. AID 624170, 2012; also: % is scaled to controls: 0 for no effect and ±100 for the full control effect
Target sequence (O94925 whole entry, looked up): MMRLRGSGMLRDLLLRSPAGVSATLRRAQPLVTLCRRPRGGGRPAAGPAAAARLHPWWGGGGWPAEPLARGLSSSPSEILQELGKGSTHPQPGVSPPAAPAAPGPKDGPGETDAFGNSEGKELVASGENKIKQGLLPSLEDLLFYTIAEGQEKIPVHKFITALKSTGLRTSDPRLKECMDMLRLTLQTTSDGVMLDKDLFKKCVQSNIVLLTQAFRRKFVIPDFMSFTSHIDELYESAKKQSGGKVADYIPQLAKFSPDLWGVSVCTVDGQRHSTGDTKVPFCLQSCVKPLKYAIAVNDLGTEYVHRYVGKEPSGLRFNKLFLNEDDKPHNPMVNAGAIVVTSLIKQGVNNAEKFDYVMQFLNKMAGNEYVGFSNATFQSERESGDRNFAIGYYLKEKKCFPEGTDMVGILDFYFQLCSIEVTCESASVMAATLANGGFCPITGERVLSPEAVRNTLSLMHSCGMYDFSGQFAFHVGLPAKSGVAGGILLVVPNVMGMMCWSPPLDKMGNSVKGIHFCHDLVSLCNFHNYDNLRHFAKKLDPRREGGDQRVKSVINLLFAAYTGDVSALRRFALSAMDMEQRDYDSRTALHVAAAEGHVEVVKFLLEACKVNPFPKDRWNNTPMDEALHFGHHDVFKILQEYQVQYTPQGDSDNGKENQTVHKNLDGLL
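Glutamate formation by hKGA was monitored fluorometrically using coupled glutamate oxidase, HRP and Amplex Red. Substrate was added as 1 mM L-glutamine solution; incubation was 30 min at RT after an initial read.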
PGK inhibitor: qHTS Assay to Find Inhibitors of Phosphoglycerate Kinase | 380,000 tested, 0.043% active | PGK/GAPDH coupled, Kinase-Glo luminescence, 60 min | Phosphoglycerate kinase, glycosomal (Trypanosoma brucei brucei), P07378 | AID 602233, 2012 | Potency, µM (highest dose often 57.5 µM), for the others: at the top dose activity change, negative = inhibition, most hits filed as inhibitors; also: % is scaled to controls: 0 for no effect and ±100 for the full control effect; nearly all actives have a fitted effect of over 60% in size
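Recombinant glycosomal PGK reaction used 1,3-bisphosphoglycerate generated in-well by GAPDH (100nM final) in 100mM TEA pH 7.6, 5mM MgCl2, 0.01% Tween-20. After 60 minutes at room temperature, ATP was read by Kinase-Glo Plus luminescence end-point.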
ERG-DNA inh: qHTS for Small Molecule Inhibitors of the ERG Ets/DNA interaction; Transcriptional regulator ERG (Homo sapiens), P11308; fluorescence polarization, His-ERG Ets domain / labelled DNA; Potency, µM (doses to about 76.9 µM), inactives show top-dose FP activity, negative = inhibition, actives largely listed as inhibitors; 370,000 tested, 0.028% active; AID 624246, 2012; active = well fitted inhibition curve with a large enough effect in the polarisation, with a control signal flat; inconclusive = small, poorly fitted or top-dose-only effect, or effect the other way, or a change in a side signal; inactive = no such curve, though single readings can be large or run the other way; the % refers to the polarisation;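 also: polarization taken with two DNA probes labelled with fluorescein and Texas red; % of control where 0% means no effect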
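His-tagged ERG Ets domain (1 uM in the protein solution; 300mM KCl, 50mM Tris-HCl, 1mM EDTA, 1mM DTT, pH 7.5) received compound, then a probe mix of 5 nM fluorescein-DNA and 100nM Texas-615-DNA. Fluorescence polarization was read for both dyes.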
RGS4 inh: Inhibitors of Regulator of G Protein Signaling (RGS) 4: qHTS. Potency, µM (highest dose often 114 µM), without a hit: at the top dose activity change, negative = inhibition, actives largely listed as inhibitors. 390,000 tested, 0.039% active. Regulator of G-protein signaling 4 (Homo sapiens), P49798. AID 504845, 2011. Transcreener GDP fluorescence polarization, RGS4-accelerated GTP hydrolysis; also: % is scaled to controls: 0 for no effect and ±100 for the full control effect; nearly all actives have a fitted effect of over 75% in size; some results filed as inactive show a strong effect at the top dose
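MLSMR compounds (23 nl, pin-transferred) preincubated 10 min at room temperature with a 500nM (2x) first reagent, then RGS4 at 900nM (2x) plus Transcreener GDP mix added; fluorescence polarization (620/688 nm) read before and after 90 min at 30 °C.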
12-LOX inh: Primary qHTS assay for inhibitors of human arachidonate 12S-lipoxygenase (ALOX12): Round 2 | Polyunsaturated fatty acid lipoxygenase ALOX12 (Homo sapiens), P18054 | purified 12hLO, xylenol orange hydroperoxide absorbance | Potency, µM (highest dose often 108 µM), without a hit: top-dose activity change, negative = inhibition, hits mostly inhibitors | 580,000 tested, 1.1% active; also: % is scaled to controls: 0 for no effect and ±100 for the full control effect
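Purified human 12hLO (150 nM final) in 25 mM Hepes, 0.01% Triton X-100, pH 7.0 was preincubated 15 min at room temperature with compound. Then 40 uM arachidonic acid was added, 30 min. Hydroperoxide was read by Fe-XO absorbance ratio 573/405 nm.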
Pin1 inhibitor: qHTS Assay to Find Inhibitors of Pin1; Peptidyl-prolyl cis-trans isomerase NIMA-interacting 1 (Homo sapiens), Q13526; Pin1 FP peptide displacement, HiFluor488, 10 min; Potency, µM (highest dose often 115 µM), for inactives: at the highest dose activity, negative = inhibition, hits mostly inhibitors; 390,000 tested, 0.009% active; AID 504891, 2011; active = well fitted inhibition curve with a large enough effect in the polarisation, with a control signal flat, not every such curve was filed as active; inconclusive = small, poorly fitted or top-dose-only effect, or effect the other way, or a change in a side signal; inactive = no such curve, though single readings can be large or run the other way; the % refers to the polarisation; also: % is scaled to controls: 0 for no effect and ±100 for the full control effect
Target sequence (Q13526 whole entry, looked up): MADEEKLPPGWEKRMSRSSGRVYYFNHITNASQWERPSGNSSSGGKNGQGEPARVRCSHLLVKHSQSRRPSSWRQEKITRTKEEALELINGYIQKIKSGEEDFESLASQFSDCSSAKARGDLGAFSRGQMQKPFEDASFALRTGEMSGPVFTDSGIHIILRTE
TrxR1 inh: qHTS Assay for Inhibitors of Mammalian Selenoprotein Thioredoxin Reductase 1 (TrxR1): qHTS. Thioredoxin reductase 1, cytoplasmic (Rattus norvegicus), O89049. recombinant rTrxR1, NADPH fluorescence consumption, selenite substrate. Potency, µM (doses to about 114 µM), without a hit: top-dose activity change, negative = inhibition, actives largely listed as inhibitors. 390,000 tested, 1% active. AID 588453, 2011; also: % is scaled to controls: 0 for no effect and ±100 for the full control effect; nearly all actives have a fitted effect of over 65% in size
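Rat TrxR1 (90 nM in the dispensed reagent) was pre-reduced with 400 uM NADPH for 5 min at room temperature, then incubated with compound for 15 min. After 400 uM selenite was added, NADPH fluorescence (Ex 340/Em 450 nm) was followed for 8 min.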
HP1b binding inh: HTS for Inhibitors of HP1-beta Chromodomain Interactions with Methylated Histone Tails; 390,000 tested, 0.56% active; Potency, µM (highest dose often 114 µM), for the others: at the highest dose activity change, negative = inhibition, most hits filed as inhibitors; AlphaScreen HP1-beta / biotin-H3K9me3 peptide binding; Chromobox protein homolog 1 (Homo sapiens), P83916; also: nearly all actives have a fitted effect of over 70% in size; inactives centre near 23
Target sequence (P83916 whole entry, looked up): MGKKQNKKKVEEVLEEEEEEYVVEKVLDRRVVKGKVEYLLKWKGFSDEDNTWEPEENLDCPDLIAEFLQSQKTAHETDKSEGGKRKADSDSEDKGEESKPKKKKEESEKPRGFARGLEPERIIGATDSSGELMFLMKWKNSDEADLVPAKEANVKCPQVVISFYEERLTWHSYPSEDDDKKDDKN
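AlphaScreen: HP1-beta (50 nM) preformed 30 min with biotin-H3(1-18)K9me3 peptide (50 nM) in PBS pH 7.4, 0.01% Tween-20. Compound added for 30 min at RT, then streptavidin donor/nickel chelate acceptor beads (10 ug/mL) for 30 min.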
JMJD2A Tudor: qHTS Assay for Inhibitors of JMJD2A-Tudor Domain. Lysine-specific demethylase 4A (Homo sapiens), O75164. AlphaScreen JMJD2A-Tudor / H3K4me3 peptide binding. Potency, µM (titrated, usually from 114 µM), without a hit: at the highest dose activity change, negative = inhibition, actives largely listed as inhibitors. 390,000 tested, 4.4% active; also: % is scaled to controls: 0 for no effect and ±100 for the full control effect; nearly all actives have a fitted effect of over 50% in size
An asterisk follows results filed as active; & = joins results of further samples; [ ] = dose if it differs, or a comment. Unless noted, calls follow the shape of the dose curve; as a rule, active = well fitted curve in the direction sought with a large enough effect; inconclusive = small, poorly fitted or top-dose-only effect, or another doubt; inactive = no such curve, though single readings can be large; an effect the other way counts as inactive or inconclusive. Potency is read from the fitted curve at half-maximal effect. This is a subset; the hit share may differ from the screen's.

Screening CC(=O)N(C)c1ccc(N2CCOCC2)c2c1C(=O)c1ccccc1C2=O returned GLS inh -3%, PGK inhibitor -6%, ERG-DNA inh -1%, RGS4 inh -11%[56.9 µM], 12-LOX inh 0%, Pin1 inhibitor -13%, TrxR1 inh 26%[57.1 µM], HP1b binding inh inconclusive and JMJD2A Tudor -31%.
CC1CC(C)(C)CC2(C1)NC(=O)N(CC(=O)NCc1ccccc1F)C2=O (stereo not given) was read as GLS inh -6%, PGK inhibitor -5%, ERG-DNA inh -2%, RGS4 inh -18%, 12-LOX inh -26%, Pin1 inhibitor 10%, TrxR1 inh 20%, HP1b binding inh 53%[activator] and JMJD2A Tudor -7%.
For N#CC(=Nc1ccccc1)c1ccccc1 the results were GLS inh -14%, PGK inhibitor -9%, ERG-DNA inh 3%, RGS4 inh -21%, 12-LOX inh -34%, Pin1 inhibitor 3%, TrxR1 inh 2%, HP1b binding inh 19% and JMJD2A Tudor 0%.
For Cc1ccc2c(c1)N(S(=O)(=O)c1ccc(CN3C(=O)c4cccnc4C3=O)s1)CCO2 the results were GLS inh -8%, PGK inhibitor inactive, ERG-DNA inh -5%, RGS4 inh 10%[11.4 µM], 12-LOX inh inconclusive, Pin1 inhibitor 2%, TrxR1 inh 15%, HP1b binding inh 36% and JMJD2A Tudor -23%.
Screening Cc1oc(-c2ccc(Cl)cc2)nc1CN1CCCC(C(=O)NCc2ccccn2)C1 (stereo not given) returned GLS inh -8%, PGK inhibitor 0%, ERG-DNA inh 4%, RGS4 inh -4%, 12-LOX inh -12%, Pin1 inhibitor 5%, TrxR1 inh -6%, HP1b binding inh 35%[activator] and JMJD2A Tudor -24%.
`CC(C)c1ccc2[nH]c(O)c(N=NC(=O)c3cccc(S(=O)(=O)Nc4cccc(Cl)c4)c3)c2c1` gave GLS inh 0%, PGK inhibitor -1%, ERG-DNA inh -5%, RGS4 inh -24%, 12-LOX inh -15%, Pin1 inhibitor -8%, TrxR1 inh 11%, HP1b binding inh 27% and JMJD2A Tudor 2%.
Cn1c(Sc2ccc(Br)cc2)c(C=O)c2ccccc21 was read as GLS inh 2%, PGK inhibitor 0%, ERG-DNA inh -7%, RGS4 inh 31%, 12-LOX inh 1%, Pin1 inhibitor 3%, TrxR1 inh -7%, HP1b binding inh 66%[activator] and JMJD2A Tudor 40%[activator].
COc1ccc2sc(N(Cc3cccnc3)C(=O)CCc3ccccc3)nc2c1 was read as GLS inh -5%, PGK inhibitor inactive, ERG-DNA inh 7%, RGS4 inh 15%, 12-LOX inh -9%, Pin1 inhibitor 20%, TrxR1 inh -13%[57.1 µM], HP1b binding inh 45%[activator] and JMJD2A Tudor -24%.
`S=C(NC1CCCC1)N1CCN(c2cccc(Cl)c2)CC1` gave GLS inh 21%, PGK inhibitor -1%, ERG-DNA inh 3%, RGS4 inh 10%, 12-LOX inh inconclusive, Pin1 inhibitor -2%, TrxR1 inh 3%, HP1b binding inh 35% and JMJD2A Tudor -14%.
Screening Cc1ccccc1NN=Nc1nc2c([nH]1)c(=O)n(C)c(=O)n2C returned GLS inh -3%, PGK inhibitor -9%, ERG-DNA inh 5%, RGS4 inh -21%, 12-LOX inh -31%, Pin1 inhibitor -11%, TrxR1 inh -3%, HP1b binding inh inconclusive and JMJD2A Tudor inconclusive.
Screening Cc1cc(C)n2nc(CNS(=O)(=O)c3ccc(F)c(C)c3)nc2n1 returned GLS inh -3%, PGK inhibitor 8%, ERG-DNA inh 13%, RGS4 inh 4%, 12-LOX inh 9%, Pin1 inhibitor 10%, TrxR1 inh 24%[57.1 µM], HP1b binding inh 55%[activator] and JMJD2A Tudor -5%.
Screening COC(=O)c1ccc(NC2=CC(=O)CC(C)(C)C2)cc1 returned GLS inh inconclusive, PGK inhibitor -6%, ERG-DNA inh 8%, RGS4 inh -50%[11.4 µM], 12-LOX inh 0%, Pin1 inhibitor -9%, TrxR1 inh inconclusive, HP1b binding inh inconclusive and JMJD2A Tudor -20%[11.4 µM].
For COc1cc2nc(SCc3ccc(Cl)cc3)n3nc(CCn4nc(C)cc4C)nc3c2cc1OC the results were GLS inh 7%, PGK inhibitor -4%, ERG-DNA inh -2%, RGS4 inh -1%, 12-LOX inh 0%, Pin1 inhibitor -2%, TrxR1 inh 30%, HP1b binding inh -16% and JMJD2A Tudor -28%.
`C/C(CC(=O)Nc1ccc(Cl)c(C(F)(F)F)c1)=N\NC(=O)c1cccc(O)c1` gave GLS inh 2%, PGK inhibitor 4%, ERG-DNA inh -4%, RGS4 inh 15%, 12-LOX inh 9%, Pin1 inhibitor -5%, TrxR1 inh -9%, HP1b binding inh 19% and JMJD2A Tudor -16%.
Screening CCOC(=O)CSc1nc2cc(OC)c(OC)cc2c2nc(-c3ccccc3)nn12 returned GLS inh -11%, PGK inhibitor -1%, ERG-DNA inh 22%, RGS4 inh 7%, 12-LOX inh -5%, Pin1 inhibitor -1%, TrxR1 inh 19%, HP1b binding inh 14% and JMJD2A Tudor -12%.
Screening CSc1ccc(C#N)cc1NC(=O)c1ccccc1C returned GLS inh 0%, PGK inhibitor -1%, ERG-DNA inh -11%, RGS4 inh -8%, 12-LOX inh -7%, Pin1 inhibitor -7%, TrxR1 inh 6%, HP1b binding inh 20% and JMJD2A Tudor 2%.
CC1CCc2c(sc(NC(=O)c3cccs3)c2C(=O)O)C1 (stereo not given) was read as GLS inh inconclusive, PGK inhibitor -7%, ERG-DNA inh 2%, RGS4 inh -5%, 12-LOX inh inconclusive, Pin1 inhibitor 1%, TrxR1 inh -1%, HP1b binding inh 2% and JMJD2A Tudor -30%.
`CC1(C)CC(=O)C2=C(C1)OC(=O)CC2c1cccs1` (stereo not given) gave GLS inh 36%[activator], PGK inhibitor -2%, ERG-DNA inh inconclusive, RGS4 inh -7%, 12-LOX inh 0%, Pin1 inhibitor -4%, TrxR1 inh 3%, HP1b binding inh 31% and JMJD2A Tudor -8%.
Screening CC(=O)c1cc(C#N)c(SCc2ccncc2)nc1C returned GLS inh 9%, PGK inhibitor 7%, ERG-DNA inh 9%, RGS4 inh -4%, 12-LOX inh inconclusive, Pin1 inhibitor 2%, TrxR1 inh -17%, HP1b binding inh 49%[activator] and JMJD2A Tudor 7%.
CCOc1ccc(CN2C(=O)c3ccccc3Sc3ccc(C(=O)OC)cc32)cc1 was read as GLS inh -3%, PGK inhibitor inactive, ERG-DNA inh 1%, RGS4 inh 7%, 12-LOX inh -24%, Pin1 inhibitor 13%, TrxR1 inh 14%[57.1 µM], HP1b binding inh 17% and JMJD2A Tudor -24%.
Screening OCC[C@@H]1C[C@H](O)[C@@H](O)[C@@]2(OCCc3ccccc32)O1 returned GLS inh 3%, PGK inhibitor -4%, ERG-DNA inh 0%, RGS4 inh 15%, Pin1 inhibitor 1%, TrxR1 inh 33%, HP1b binding inh 17% and JMJD2A Tudor -15%.
Screening CN1CCN(C(=O)/C(=C\c2cccnc2)NC(=O)c2cccc(Br)c2)CC1 returned GLS inh 8%, PGK inhibitor 0%, ERG-DNA inh -6%, RGS4 inh 0%, 12-LOX inh 9%, Pin1 inhibitor -2%, TrxR1 inh -11%, HP1b binding inh 29% and JMJD2A Tudor -15%.
`CCOC(=O)c1nc2sc3c(c2c(=O)n1C(C)C(=O)OCC)CCCC3` (stereo not given) gave GLS inh -8%, PGK inhibitor -1%, ERG-DNA inh -4%, RGS4 inh -9%, 12-LOX inh 13%, Pin1 inhibitor 1%, TrxR1 inh inconclusive, HP1b binding inh 48%[activator] and JMJD2A Tudor 19%.
O=C(C1CCN(S(=O)(=O)N2CCOCC2)CC1)N1CCN(c2ccccc2F)CC1 was read as GLS inh -23%, PGK inhibitor -2%, ERG-DNA inh -7%, RGS4 inh 7%[56.9 µM], 12-LOX inh 0%, Pin1 inhibitor -3%, TrxR1 inh 28%, HP1b binding inh 36%[activator] and JMJD2A Tudor -18%.
Screening COc1ccc(C2=NC3(CCCCCC3)N(CC(=O)Nc3ccc(C)c(C)c3)C2=O)cc1 returned GLS inh -5%, ERG-DNA inh 0%, RGS4 inh 5%, 12-LOX inh 1%&-12%, Pin1 inhibitor 37%[activator], TrxR1 inh 6%, HP1b binding inh 38% and JMJD2A Tudor -9%.
Screening COc1ccc(C2C(C(=O)N3CCCC3)c3cc(OC)c(OC)cc3C(=O)N2C)cc1 (stereo not given) returned GLS inh -1%, PGK inhibitor -6%, ERG-DNA inh -7%, RGS4 inh 18%, 12-LOX inh 45%[activator], Pin1 inhibitor -10%, TrxR1 inh 0%, HP1b binding inh 2% and JMJD2A Tudor -13%.
